KCNQ2 inh – KCNQ2 potassium channel inhibitors, primary screen, cell-based, CHO-K1, FluxOR thallium flux, B-score (AID 2156). B-score at 10 µM. actives 1.1% (n = 310,000). 20 min; stronger effect = lower value. Potassium voltage-gated channel subfamily KQT member 2 (Rattus norvegicus), O88943;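 active = fluorescence ratio B-score at most minus 3 library SDs, with starting brightness B-score within 2 library SDs, cut at about -5.5 in these data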
Target sequence (O88943 whole entry, looked up): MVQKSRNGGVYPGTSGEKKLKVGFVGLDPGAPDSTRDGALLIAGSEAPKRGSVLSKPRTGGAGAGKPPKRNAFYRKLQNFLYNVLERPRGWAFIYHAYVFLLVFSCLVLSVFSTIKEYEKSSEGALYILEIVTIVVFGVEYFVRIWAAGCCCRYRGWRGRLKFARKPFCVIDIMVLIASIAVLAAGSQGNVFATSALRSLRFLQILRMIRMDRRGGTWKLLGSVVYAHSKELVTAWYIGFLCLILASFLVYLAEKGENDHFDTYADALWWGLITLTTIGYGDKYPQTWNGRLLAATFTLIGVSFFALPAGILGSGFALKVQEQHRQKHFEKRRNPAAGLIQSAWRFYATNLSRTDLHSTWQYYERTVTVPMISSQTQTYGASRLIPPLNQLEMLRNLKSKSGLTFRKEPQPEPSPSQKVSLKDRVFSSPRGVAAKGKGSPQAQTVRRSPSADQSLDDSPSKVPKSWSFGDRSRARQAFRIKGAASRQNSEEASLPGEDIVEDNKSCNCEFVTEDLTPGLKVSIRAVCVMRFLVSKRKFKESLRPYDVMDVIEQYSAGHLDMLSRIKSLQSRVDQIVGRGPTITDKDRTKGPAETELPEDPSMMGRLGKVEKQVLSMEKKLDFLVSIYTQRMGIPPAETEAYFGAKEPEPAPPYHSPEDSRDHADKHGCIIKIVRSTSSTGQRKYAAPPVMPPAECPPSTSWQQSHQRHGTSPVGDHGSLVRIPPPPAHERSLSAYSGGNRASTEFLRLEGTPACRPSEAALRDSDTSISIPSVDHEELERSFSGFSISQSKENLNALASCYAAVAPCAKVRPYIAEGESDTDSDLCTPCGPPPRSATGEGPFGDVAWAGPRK
Kir21 block – inhibitors of mouse Kir2.1 inward-rectifier potassium channel; Inward rectifier potassium channel 2 (Mus musculus), P35561; HEK293-Kir2.1, FluxOR thallium flux fluorescence; stronger effect = lower value; B-score at 10 µM; actives 0.85% (n = 310,000);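 active = fluorescence ratio B-score at or below minus 3 SD of library scores, with starting-brightness B-score within 2 SD, cut at about -4.2 in these data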;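 also: channel flux triggered by added potassium and thallium sulfate stimulus; B-score of peak minus minimum fluorescence over baseline after thallium stimulus; more negative B-score means stronger Kir2.1 block with less thallium influx; some compounds called inactive have numbers as strong as hits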
* hit, by the source's call; i = inactive.

Molecule,KCNQ2 inh,Kir21 block
Cc1ccc(C2(c3noc(CN(C)CCO)n3)CCCC2)cc1,i,1.5
Cc1c(Cc2c(C)n(C)n(-c3ccccc3)c2=O)c(=O)n(-c2ccccc2)n1C,i,1.8
Cc1ccc(SCc2cn3ccccc3n2)cc1,i,0.73
Cc1ccccc1C(=O)NC(=S)NC1CC1,i,1.3
CCOC(=O)c1c(C)[nH]c(C(=O)OCC(=O)Nc2ccc(OC)c(Cl)c2)c1C,i,-0.99
CCC(C)(CC(=O)O)CC(=O)Nc1cc(C(F)(F)F)cc(C(F)(F)F)c1 (stereo unspecified),i,-1.2
O=C(c1ccc(CS(=O)(=O)c2ccccc2)o1)N1CCN(c2ncccn2)CC1,i,1.7
CN(CC(=O)Nc1ccc2c(c1)OCCO2)S(=O)(=O)c1ccc(Br)s1,i,-0.13
O=C(NC(=S)Nc1ccc2oc(=O)ccc2c1)c1ccccc1F,i,0.94
Cc1ccccc1/[N+]([O-])=C/c1cccs1,i,-0.35
C=C(C)C1Cc2nc(N)nc(C)c2C1 (stereo unspecified),i,0.46
CCOC(=O)N1C=CC(C)=C[C@@H]2[C@@H](N3C(=O)c4ccccc4C3=O)C(=O)N21,i,-0.33
Cc1nc(Cl)c(C(=O)NCCC(C)C)c(C)c1[N+](=O)[O-],i,-0.63
COC(=O)c1ccc(/C=N/NC(=O)c2cccc(F)c2)cc1,i,-0.83
CN(C)S(=O)(=O)Nc1ccc2c(c1)OCO2,i,-1.3
Cc1ccc(-n2c(Cc3cccn3C)nnc2SCC(=O)N2CCc3ccccc32)cc1,i,-3.2
CCOc1cc(C(=O)OCC(=O)Nc2ccc(Cl)cn2)ccc1OCC(=O)N1CCOCC1,i,0.06
CCN(N=O)[C@@H](Cc1ccccc1)CN(N=O)[C@@H](Cc1ccccc1)CN(C)N=O,i,-0.58
O=[N+]([O-])c1ccccc1S(=O)(=O)Nc1ccc(-c2ccc(N3CCOCC3)nn2)cc1,i,2.5
Cc1ccc(S(=O)(=O)Cn2nnnc2C(C(C)C)N2CCN(C(=O)c3ccco3)CC2)cc1 (stereo unspecified),i,1.1
O=C(Nc1ccc(Br)cc1)C1Cc2ccccc2O/C1=N\O (stereo unspecified),i,-1.3
CCOc1cccc2sc(N(CCN(CC)CC)C(=O)c3ccc(S(=O)(=O)N4CCCC4)cc3)nc12,i,0.37
CCc1cc(C(=O)O)c(NC(=O)c2cc(OC)c(OC)c(OC)c2)s1,i,1.4
COc1cc(C(=O)ON=C2C3CC4CC(C3)CC2C4)cc(OC)c1OC,i,-0.6
CC(=O)C(=[N+]=[N-])C(=O)NCc1ccccc1,i,-1.5
O=C(N/N=C/c1ccc(Br)s1)Nc1ccccc1,i,0.86
CCOc1ccc(S(=O)(=O)N(CC)CC)cc1NC(=O)c1ccc(N2CCCC2=O)cc1,i,0.09
CCOC(=O)C1=C(COC(=O)/C=C/c2cccc(Cl)c2)NC(=O)NC1C (stereo unspecified),i,-0.17
O=C(CCSc1nc2ccccc2o1)Nc1ccccc1,i,3.2
Cc1ccc(/C=N/n2c(C3CCCCC3)n[nH]c2=S)s1,i,0.2
COc1ccc(-c2csc(N(CCCN(C)C)C(=O)c3ccc(F)cc3)n2)cc1,i,-1.4
CCN(CC)CCC#CC(O)(c1ccccc1)c1ccccc1,i,-2.3
O=C(Nc1ccccc1C(=O)NCC1CCCO1)c1ccccc1F (stereo unspecified),i,-0.34
O=C(O)CCc1ccc(-c2ccc(Br)cc2)n1-c1cccc(O)c1,i,-0.14
O=C(Cn1c(=O)cnc2ccccc21)N1CCN(S(=O)(=O)c2cccc([N+](=O)[O-])c2)CC1,i,1.2
CN(C)/C(CN1CCOCC1)=C1\N=C(c2ccccc2)OC1=O,i,-0.29
O=C(NCc1ccc2c(c1)OCO2)C1CCN(C(=O)Nc2ccc(Cl)cc2)CC1,i,2.1
COc1cccc(-c2csc(N3CCN(CC(=O)Nc4ccc5c(c4)OCO5)CC3)n2)c1,i,-0.01
O=C(COc1ccc(S(=O)(=O)N2CCCC2)cc1Cl)NCc1ccco1,i,-1.5
COc1ccc(CCNC(=O)C(=O)NCCOc2ccccc2Cl)cc1OC,i,-0.09
COc1ccc2c(c1)CCCC2NS(=O)(=O)OCC(Cl)(Cl)Cl (stereo unspecified),i,-1.1
Cc1ccc(NC(=O)NCc2ccc3c(c2)OCO3)c(C)c1,i,-2.3
CCN(CC)C(=O)CSc1nc(N)c(C#N)c(-c2cccs2)c1C#N,i,0.65
CCOC(=O)c1c(C)n(C)c2ccc(O)c(CN3CCC(C)CC3)c12,i,-2.7
CCN(CC)c1ccc(NC(=O)c2ccccc2OCC(=O)OC)cc1,i,2.1
CCN(CC)S(=O)(=O)c1ccc2c(c1)nc(SCC(=O)N1CCOCC1)n2-c1ccccc1OC,i,-0.54
O=C(NCCOc1cccc2cccnc12)c1cccs1,i,0.92
O=C(c1cccc(C(F)(F)F)c1)N1CCOC12CCN(c1ncc(C(F)(F)F)cc1Cl)CC2,i,-2.5

Five compounds picked at random from the list so far, as already listed:
Molecule,KCNQ2 inh,Kir21 block
O=C(NCCOc1cccc2cccnc12)c1cccs1,i,0.92
CCN(CC)S(=O)(=O)c1ccc2c(c1)nc(SCC(=O)N1CCOCC1)n2-c1ccccc1OC,i,-0.54
CCN(CC)c1ccc(NC(=O)c2ccccc2OCC(=O)OC)cc1,i,2.1
O=C(c1cccc(C(F)(F)F)c1)N1CCOC12CCN(c1ncc(C(F)(F)F)cc1Cl)CC2,i,-2.5
CCOC(=O)c1c(C)n(C)c2ccc(O)c(CN3CCC(C)CC3)c12,i,-2.7

Next part
Molecule,KCNQ2 inh,Kir21 block
CCN1C(=O)NC(c2ccc(Cl)cc2)C2=C1CCCC2=O (stereo unspecified),i,-0.71
O=C1CCN(C(=O)Nc2ccccc2)N1,i,0.91
CCOCCCN1CC(C(=O)NCCc2ccccc2)CC1=O (stereo unspecified),i,-0.25
N#Cc1cc2ccccc2nc1SCc1ccccn1,i,0.07
O=C(NCN1CCc2ccccc2C1)c1cnccn1,i,1.8
O=C(NCc1ccc(F)cc1)C1CCCN(S(=O)(=O)c2ccc(Br)s2)C1 (stereo unspecified),i,0.03
CS(=O)(=O)c1ccc(S(=O)(=O)N2CCC(CO)(CCCc3ccccc3)CC2)cc1,i,0.78
CCc1ccc(NC(=O)C2C3CCC(O3)C2C(=O)O)cc1 (stereo unspecified),i,-2
O=c1[nH]c2cc3c(cc2cc1C(c1nnnn1CC1CCCO1)N1CCCCCC1)OCO3 (stereo unspecified),i,-0.21
ClCC1=Nc2ccccc2Cc2ccccc21,i,0.6
COc1cc(CNc2cccc(C(=O)O)c2)cc(Br)c1OCC(=O)NC(C)(C)C,i,-0.7
CC(C)(C)c1cc(=O)[nH]c(SCc2ccccc2)n1,i,1
Cc1cccc(C)c1NC(=O)N1C(C(=O)O)CSC1C(=O)O (stereo unspecified),i,-0.53
COc1ccccc1NC(=O)CSc1nnnn1-c1ccc(C(=O)O)cc1,i,0.23
Cc1cc2oc(=O)cc(CN(C)Cc3ccccc3Cl)c2cc1C,i,1.3
N/C(=N\OC(=O)CCC1CCCCC1)c1ccc([N+](=O)[O-])cc1,i,0
CC(C)[C@@H](N)C(=O)NCC1CCC(C(=O)N[C@@H](Cc2ccccc2)C(=O)O)CC1 (stereo partly specified),i,-0.36
CN(C)/C=C1\C(=O)N(c2ccc(Cl)cc2)CS1(=O)=O,i,1.6
ClCc1nc2ccccc2c2ccccc12,i,-0.71
O=C(Nc1ccc(F)cc1)c1sc2cc(C(F)(F)F)cnc2c1-c1cccs1,i,0.11
CCOC(=O)Nc1ccc2nc(Sc3ccc(Cl)cc3)sc2c1,i,0.76
COc1ccccc1/C=N/NC(=O)c1cccc2ccccc12,i,-0.07
C=CCC1(N(C(C)=O)c2ccccc2C)CCCCC1,i,-0.45
Cc1ccc(SCC(=O)NCCCc2ccccc2)cc1,i,-3.6
O=[N+]([O-])c1ccc2nc(SCc3cn4cc(Cl)ccc4n3)[nH]c2c1,i,-0.64
CCNc1nc(NC(C)CC)nc(Oc2ccc(OCC)nn2)n1 (stereo unspecified),i,0.15
O=C(CCC(=O)NNC(=O)Nc1ccc(Cl)cc1)NCc1ccccc1,i,0.49
O=c1oc2ccccc2cc1-c1nnc(-c2cccc(Br)c2)o1,i,0.85
Cc1ccccc1C(=O)N1CCN(C(c2ccccc2)c2ccccc2)CC1,i,0
COc1ccccc1C(=O)NNC(=O)CCN1C(=O)/C(=C\c2ccccc2)SC1=S,i,-0.49
C=CCn1c(-c2cc3cccc(OC)c3o2)n[nH]c1=S,i,0
Cc1ccc(-c2csc(N3CCN(S(=O)(=O)c4ccc5c(c4)NC(=O)CO5)CC3)n2)cc1,i,0.68
O=C(NCC1CCCO1)c1cc2c([nH]c3ccccc32)c(-c2cccc(Br)c2)n1 (stereo unspecified),-6.4*,1
Cc1cccn2cc(-c3ccc(S(=O)(=O)N4CCCCC4)cc3)nc12,i,-0.01
O=C(c1ccc(Br)s1)N1CCN(C/C=C/c2ccccc2)CC1,i,-0.01
COC(=O)c1ccccc1C(=O)N1CCC(CCC(=O)NC2CC2)CC1,i,-0.99
CC1CCCCC12NC(=O)N(CC(=O)c1ccc3c(c1)OCO3)C2=O (stereo unspecified),i,0.03
O=C(Cn1c(NCCO)nc2ccccc21)c1ccc([N+](=O)[O-])cc1,i,0.94
COc1ccc(CNC(=O)OCCN2CCN(Cc3ccccc3)CCC2=O)cc1,i,-1.5
Nn1cnc2scc(-c3cccs3)c2c1=O,i,-0.65
Cc1cc(C)nc(N2CCCC(C(=O)NCCc3cccc(F)c3)C2)n1 (stereo unspecified),i,-1
c1cncc(-c2noc(-c3cccc4ccccc34)n2)c1,i,-0.47
CC1(C)Cc2c(cnn2-c2ccc(F)cc2)C(NC(=O)Cn2cncn2)C1 (stereo unspecified),i,0.28
COc1ccc(C2OC(=O)C(C)(C)C(=O)C2(C)C)cc1OC (stereo unspecified),i,-0.07
CC(NC(=O)c1ccccc1Br)c1ccc2c(c1)CCCC2 (stereo unspecified),i,0.75
CCOc1cc(S(=O)(=O)N(CC)CC)ccc1Cl,i,1.7
COC(CNC(=O)C(=O)NCC1CCCN1S(=O)(=O)c1cccs1)OC (stereo unspecified),i,1.5
Nc1nc2ccccc2n1C(=O)c1ccc(F)cc1,i,-0.53
Cc1cc(NC(=O)CSc2nnc(-c3ccc([N+](=O)[O-])cc3)o2)no1,i,1.7
C/C(CCc1ccccc1)=N/NC(=O)C(=O)NC(C)c1ccccc1 (stereo unspecified),i,0.81
COC(=O)c1cc(C#N)c(Oc2ccccc2)nc1C,i,0.43
O=C(Nn1c(-c2ccncc2)nc2ccccc2c1=O)c1ccccc1Br,i,-1.2
CC(=O)c1ccc(NC(=O)C(C)OC(=O)c2ccc(NS(=O)(=O)c3ccc(F)c(F)c3)cc2)cc1 (stereo unspecified),i,-0.03
Cc1ccc(NCc2nnc(SCC(=O)Nc3ccccc3)n2CC2CCCO2)c(C)c1 (stereo unspecified),i,-0.04
COC(=O)CCc1sc(Nc2ccc(Br)cc2)nc1-c1ccc(OC)cc1,i,0.5
CCOC(=O)C1CCCN(CC(=O)c2c[nH]c3ccc(C)cc23)C1 (stereo unspecified),i,-2.6

Reprinted from the part before: 2 entries, followed by the next part.
Molecule,KCNQ2 inh,Kir21 block
COC(=O)CCc1sc(Nc2ccc(Br)cc2)nc1-c1ccc(OC)cc1,i,0.5
CCOC(=O)C1CCCN(CC(=O)c2c[nH]c3ccc(C)cc23)C1 (stereo unspecified),i,-2.6
COc1ccc(C(=O)NCCc2nnc(SCC(=O)Nc3ccccc3C(C)C)n2C)cc1,i,2.2
Cc1ccc(NC(=O)CCS(=O)(=O)c2ccccc2)cc1S(=O)(=O)N1CCOCC1,i,-0.01
O=C(COc1ccccc1[N+](=O)[O-])N(Cc1ccco1)C1CCS(=O)(=O)C1 (stereo unspecified),i,0.41
CCOCCCNC(=O)CN1C(=O)COc2ccc(S(=O)(=O)N3CCC(C)CC3)cc21,i,0.81
Cc1ccc2oc(-c3ccco3)nc2c1,i,-0.9
COc1ccc(C)cc1S(=O)(=O)N1CCN(C(=O)c2ncoc2-c2ccc(C)cc2)CC1,i,-0.93
CCN(CC)CCN(C(=O)c1ccc2ccccc2c1)c1nc2ccc(OC)cc2s1,i,-0.32
Cc1cn(C2OC[C@@H](O)[C@@H]2CO)c(=O)[nH]c1=O (stereo partly specified),i,0.49
Cc1ccc(S(=O)(=O)/C(C#N)=C/c2c(Oc3ccc(Cl)cc3)nc3c(C)cccn3c2=O)cc1,i,1.4
C=CCNC(=O)C(=O)NN=C1CCN(C)CC1,i,1.4
O=C(Nc1ccc(N2CCOCC2)cc1)c1ccc([N+](=O)[O-])cc1,i,2.1
CCOC(=O)C1(CC2CCCCO2)CCN(C(=O)Nc2ccccc2)CC1 (stereo unspecified),i,0.31
CCN(CC)c1nc(C#N)cc(-c2ccc(OC)cc2)n1,i,0.96
c1ccc(CSc2ccc3nnc(-c4ccccn4)n3n2)cc1,i,-1.2
CCCCCCCCC(=O)Nc1cc(C)ccc1OC,i,0.07

Compound activity as filed in PubChem.
